# GC-A act: GC-A (human) enzyme activation | P16066 | HEK293 GC-A cells, cGMP TR-FRET, EC30 ANP; 0% at EC30 ANP, 100% saturating ANP | activation, % at 10 µM | 370,000 tested, 0.14% active | AID 1671463; in the data active = activation above about 40%
# Target sequence (P16066 whole entry, looked up): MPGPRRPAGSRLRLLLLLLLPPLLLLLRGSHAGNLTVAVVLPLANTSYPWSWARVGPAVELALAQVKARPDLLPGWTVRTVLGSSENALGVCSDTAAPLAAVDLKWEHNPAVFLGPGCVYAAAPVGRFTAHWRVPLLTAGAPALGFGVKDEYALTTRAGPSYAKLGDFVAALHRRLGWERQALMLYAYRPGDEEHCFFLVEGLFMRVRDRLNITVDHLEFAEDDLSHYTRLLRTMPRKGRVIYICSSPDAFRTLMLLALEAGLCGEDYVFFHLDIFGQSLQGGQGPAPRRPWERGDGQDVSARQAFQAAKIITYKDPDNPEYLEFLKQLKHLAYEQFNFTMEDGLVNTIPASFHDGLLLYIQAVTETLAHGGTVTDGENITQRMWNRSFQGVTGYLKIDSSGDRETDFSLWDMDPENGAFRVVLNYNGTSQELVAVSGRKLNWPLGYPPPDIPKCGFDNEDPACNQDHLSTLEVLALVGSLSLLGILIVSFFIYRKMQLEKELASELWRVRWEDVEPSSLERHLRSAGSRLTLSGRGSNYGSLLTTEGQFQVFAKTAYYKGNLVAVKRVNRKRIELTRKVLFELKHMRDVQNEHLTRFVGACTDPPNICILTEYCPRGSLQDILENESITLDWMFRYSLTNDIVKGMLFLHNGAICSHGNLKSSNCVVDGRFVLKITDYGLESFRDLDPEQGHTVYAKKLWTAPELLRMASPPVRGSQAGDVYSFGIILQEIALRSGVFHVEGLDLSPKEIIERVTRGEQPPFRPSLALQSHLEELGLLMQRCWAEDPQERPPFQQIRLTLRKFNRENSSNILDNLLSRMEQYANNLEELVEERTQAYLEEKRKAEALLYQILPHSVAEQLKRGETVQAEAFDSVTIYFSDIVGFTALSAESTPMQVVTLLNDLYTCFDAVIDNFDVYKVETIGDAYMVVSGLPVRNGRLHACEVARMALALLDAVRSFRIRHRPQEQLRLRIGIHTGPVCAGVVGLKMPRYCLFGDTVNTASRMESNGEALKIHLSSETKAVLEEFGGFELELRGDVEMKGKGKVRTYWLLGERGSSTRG
# MBD2 inh: blocks human MBD2 binding to methylated DNA. TR-FRET, MBD2 binding to methylated oligonucleotide. inhibition, % at 4.4 µM. 370,000 tested, 0.31% active. AID 686964; in the data active = inhibition above about 13%
# PRMT1 FP inh: inhibitors of human PRMT1; Q99873; recombinant PRMT1, activity-based probe fluorescence polarization; inhibition, % at 2.79 µM; 370,000 tested, 1.3% active;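 active = inhibition above about 21% made by adding two undisclosed values, limit read from the data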
# SIAE primary: human SIAE inhibition, primary screen; Q9HAT2; SIAE FP-Rh probe binding, fluorescence polarization; inhibition, % at 9.66 µM; 370,000 tested, 0.69% active;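 active = inhibition above a cutoff: mean of compounds within the control limits plus 3 SD of those, cut at about 17% in these data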;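 also: 0% = plate median of compound wells and 100% = probe without SIAE protein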
# GC-B act: GC-B (human) receptor activation; P20594; HEK293-GC-B cells, CNP EC30, cGMP TR-FRET; 0% at EC30 CNP, 100% saturating CNP; activation, % at 10 µM; 370,000 tested, 0.11% active; AID 1920062;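 active = activation at 10 µM reaching about 35% in either raw or pattern-adjusted values, limit read from the data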
# HTRA1 inh: blocks human HTRA1 serine peptidase; Q92743; recombinant HTRA1, FP-rhodamine activity-based probe, fluorescence polarization; inhibition, % at 5.96 µM; 340,000 tested, 0.5% active; AID 504803; in the data active = inhibition above about 36%;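 also: 0% = enzyme with DMSO and 100% = wells lacking enzyme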
# UHRF1 MBD2 ctr: UHRF1 methyl-DNA binding inhibition; inhibition, % at 4.4 µM; 370,000 tested, 0.75% active; UHRF1 binding to methylated oligo, TR-FRET; Q96T88; in the data active = inhibition above about 21%;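 also: UHRF1 SRA domain binding a hemimethylated CpG hairpin DNA probe; 0% = median of test compound wells and 100% = reference inhibitor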
# rCAG binder: r(CAG) repeat RNA binding; TO-PRO-1 dye displacement fluorescence; AID 651821; inhibition, % at 3 µM; 370,000 tested, 1.3% active;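 active = inhibition above the plate cutoff, the mean of all test compounds on that plate plus 3 SD, cut at about 35% in these data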;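 also: 0% = DMSO alone and 100% = 100 µM mitoxantrone as full dye displacement; higher means more dye released from RNA so lower well fluorescence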
# ABHD4 inh: ABHD4 (mouse) inhibition, primary FP screen. Q8VD66. purified mABHD4, FP-Rh probe fluorescence polarization. inhibition, % at 8.92 µM. 370,000 tested, 0.54% active;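 active = inhibition exceeding the mean over every tested compound plus 3 SD, cut at about 30% in these data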;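 also: 0% = plate median of compound wells and 100% = S159A mutant with DMSO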
#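 assay system = mABHD4 protein | compound dosing = single nominal dose of 8.92 µM, 0.89% DMSO final | read-out basis = percent inhibition of probe binding, normalized to plate controls | schedule = Enzyme–compound pre-incubation 45 min, then probe 60 min, both 25 °C | detection = fluorescence polarization, excitation 525 nm, emission 598 nm, BODIPY TMR filters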
# TCR CD3 inh: inhibitors of human TCR-CD3 interaction | TAMRA-labeled TCR probe fluorescence, biochemical | inhibition, % at 9.4 µM | 360,000 tested, 0.37% active; in the data active = inhibition above about 19%;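 also: recombinant mutant TCR 2C K166C tagged with TAMRA read by polarization; 0% = receptor in buffer alone and 100% = receptor with positive control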
# * = called active by the depositor; · = not tested or not shown. A portion of the library (hit frequency here may not be typical).
SMILES,GC-A act,MBD2 inh,PRMT1 FP inh,SIAE primary,GC-B act,HTRA1 inh,UHRF1 MBD2 ctr,rCAG binder,ABHD4 inh,TCR CD3 inh
COc1ccc(-c2nnc(SCC(=O)NN=Cc3c(O)ccc4ccccc34)n2-c2ccc(OC)cc2)cc1,-2,-6,-5,13,-8,·,-4,19,7,·
CCc1ccc(OCCNC(=O)c2ccco2)cc1,1,4,-1,0,2,-4,-1,-3,-1,6
COc1cc(/C=C/C(=O)OCC(=O)N2CCCC2)ccc1OCC#N,1,-3,-3,-6,-3,5,-4,4,-3,0
COc1ccccc1-c1nnc(SCC(=O)O)n1-c1ccccc1,0,-3,2,-2,-4,3,0,1,0,1
O=[N+]([O-])c1cc(-c2n(-c3ccccn3)c3ccccc3[n+]2-c2ccccn2)ccc1Cl,-9,3,0,4,-3,-6,-2,7,-5,1
CC1CCCC(NC(=O)c2ccc(F)c(S(=O)(=O)N3CCOCC3)c2)C1C (stereo unspecified),1,3,-1,-3,3,2,1,-6,1,-2
Cc1c(C(=O)NC2CCN(Cc3ccccc3)C2)oc2ccc(Br)cc12 (stereo unspecified),-6,3,-2,7,-13,-11,2,-2,5,3
CCc1nc(N)nc(N)c1-c1ccc(Cl)cc1,1,0,1,-3,-3,4,2,1,5,-3
Cc1nc2sccn2c(=O)c1S(=O)(=O)Nc1ccc(N2CCN(C)CC2)cc1,0,7,6,6,5,2,0,0,6,-8
Cc1ccc(C(=O)NCCc2nnc3ccc(SCC(=O)Nc4nnc(C)s4)nn23)cc1,2,4,-2,0,1,2,1,2,6,1
COC(CNC(=O)[C@H](Cc1c[nH]c2ccccc12)NC1(C(=O)NCc2ccccc2)CCCCC1)OC,-1,3,3,11,-5,·,-3,·,0,·
O=C1NC(=S)SC1=Cc1ccccc1C(=O)O,1,-2,-1,-3,1,·,2,2,-5,4
CCC(Cc1ccccc1)NC(=O)C1CCCCC1 (stereo unspecified),2,0,0,-3,2,3,2,-5,-6,-7
COc1ccc(C2C(C(=O)NCCN3CCOCC3)c3ccccc3C(=O)N2C)cc1OC (stereo unspecified),-3,-1,-1,2,9,1,-1,-1,-1,7
C/C(=N\NC(=O)c1nnn(-c2nonc2N)c1C)c1ccc(-c2ccccc2)cc1,-2,0,-1,4,-6,-2,1,0,7,2
Cc1cc(OCC(=O)Nc2ccc(CN3CCOCC3)cc2)c2c(C)cc(=O)oc2c1,3,1,4,-5,-3,-6,-1,0,1,6
Cc1ccc(OCC(=O)NCCN2CCOCC2)cc1C,2,4,-1,4,6,-4,1,0,0,0
COc1ccc(/C=C2\OC(=O)c3c(OC)cccc32)cc1OC,21,2,4,-17,-3,-6,0,4,-2,-3
Cc1nn(C)c(C)c1S(=O)(=O)N(CC(=O)Nc1nccs1)c1ccc(C(C)C)cc1,1,-4,0,-4,2,2,1,1,-1,-6
CCCNC(=O)C[C@H]1CC[C@@H]2[C@H](COC[C@@H](O)CN2C(=O)c2ccccn2)O1,1,0,0,6,5,·,2,5,4,8
S=C(NCc1ccncc1)Nc1ccc(Cl)c(Cl)c1,1,-3,0,1,1,-9,1,4,-10,5
COc1ccc(C(=O)NNC(=O)c2ccc(C)cc2)cc1S(=O)(=O)N1CCCC1,-1,4,2,-2,2,2,1,-5,0,8
Cc1cccnc1NC(=O)CCCc1c[nH]c2ccccc12,1,-7,-5,12,-1,3,1,0,2,3
COc1ccc(NC(=O)COc2coc(CN3c4ccccc4CC3C)cc2=O)cc1 (stereo unspecified),1,2,1,-9,-5,10,-1,-2,8,0
Nc1ccccc1-c1ccc([N+](=O)[O-])cc1,0,-6,2,3,3,4,-2,2,3,3

# Next section:
SMILES,GC-A act,MBD2 inh,PRMT1 FP inh,SIAE primary,GC-B act,HTRA1 inh,UHRF1 MBD2 ctr,rCAG binder,ABHD4 inh,TCR CD3 inh
C/C(=N\NC(=O)c1cc(C)[nH]n1)c1cccs1,-1,-6,-2,7,-2,-2,4,2,-7,-5
Cn1cc(SCC(=O)NCc2ccc(F)cc2)c2ccccc21,-3,3,11,2,4,6,0,-4,6,0
O=C(N/N=C/c1ccco1)c1ccc(NC(=O)C2CCCCC2)cc1,2,-2,5,4,-4,-16,1,-2,1,-12
Cc1ccc(-n2c(C)nc3ccsc3c2=O)cc1,-7,8,8,-5,-3,8,4,-3,-7,-6
CN1CCN(C(=O)c2cc3c(c(-c4cccc(C#CC(C)(C)O)c4)n2)[C@H](CCO)N(S(=O)C(C)(C)C)C3)CC1 (stereo partly specified),2,0,7,0,2,·,-5,4,1,-2
Cc1ccc(C(=O)C2CCN(CC(=O)NCCC(C)C)CC2)cc1,1,6,4,4,3,·,10,-4,7,·
O=c1[nH]c(N2CCCCCC2)nc2ncn(Cc3ccccc3)c12,6,2,0,1,3,0,1,0,-3,0
Cc1nc(CCN2C(=O)c3ccccc3C2=O)n[nH]1,3,4,3,1,-1,3,0,-2,5,4
CN(C)N1C(N)=C(C#N)C(c2ccc(Br)cc2)C2=C1CCCC2=O (stereo unspecified),-3,-9,5,4,-1,18,-4,6,5,-9
COc1ccc(C(CNC(=O)c2ccc(NS(=O)(=O)c3ccc(F)cc3)cc2)N2CCOCC2)cc1 (stereo unspecified),-2,3,2,-1,0,-5,2,3,2,2
O=S(=O)(Cc1ccccc1)Nc1ccc(F)cc1,0,0,-1,-1,1,-1,0,2,1,-1
Cc1nccn1CCCNC(=O)c1nc(Cn2cc([N+](=O)[O-])cn2)no1,-4,6,-7,-16,-5,-3,2,2,-9,4
COC(=O)c1ccccc1S(=O)(=O)N1CCC(C(=O)OCC(=O)c2ccccc2OC)CC1,-2,2,1,-6,-2,-9,3,1,1,-1
C[C@H]1[C@@H](OC(=O)Nc2ccccc2Cl)CC[C@@]23CCCN2C(=O)CCC[C@@H]13,-2,-1,-1,2,-5,·,-1,·,4,·
NS(=O)(=O)c1cccc(NC(=O)c2cccc(-c3ccc(O)cc3)c2)c1,-1,-3,0,-27,-1,-48,-2,8,-24,9
COc1ccc(S(=O)(=O)N2CCOCC2)cc1NC(=O)CN1CCN(C)CC1,0,-2,-3,5,-2,4,1,-6,-2,2
CC1=NN(c2ccc(C)cc2)C(=O)/C1=C\c1ccc(Br)s1,-2,0,0,10,-7,-5,-5,3,11,0
COc1ccc(CN(CC2CCCO2)C(=O)CN2C(=O)C(C)Oc3ccc(C)cc32)cc1OC (stereo unspecified),-10,1,-3,-1,-3,8,-4,-6,2,-1
CCN(CC(=O)Nc1ccc(NC(C)=O)cc1)C(=O)CCCc1nc2ccccc2c(=O)[nH]1,1,0,-1,-3,3,-1,4,0,5,-1
COCCn1nnnc1CN1CCN(C(=O)c2ccco2)CC1,1,-3,1,2,1,4,1,2,4,5
O=C(NCCC1=CCCCC1)C(=O)NCC(c1ccco1)N1CCN(c2ccccc2)CC1 (stereo unspecified),1,3,-3,-2,7,-3,3,1,1,1
Cc1ccc(S(=O)(=O)N2CCCCC2)cc1NC(=O)CSCC(=O)O,2,5,3,2,3,-4,4,4,0,5
CCC(C)CNC(=O)CN1C(=O)C2CCCCN2C(=O)c2ccccc21 (stereo unspecified),3,-3,1,-1,3,·,0,-1,-4,·
Cc1ccc(-c2n[nH]c(=O)c3ccccc23)cc1S(=O)(=O)Nc1ccccc1,-8,1,5,-20,-8,-8,3,10,-15,1
CCc1cccc(NC(=O)CNC(=O)N2CC(=O)Nc3ccccc32)c1,-3,14*,-2,4,2,-6,0,-1,-12,7

# (continued)
SMILES,GC-A act,MBD2 inh,PRMT1 FP inh,SIAE primary,GC-B act,HTRA1 inh,UHRF1 MBD2 ctr,rCAG binder,ABHD4 inh,TCR CD3 inh
O=C(CCS(=O)(=O)c1ccccc1)NC1CCCCC1,3,4,4,-1,5,10,2,-3,5,-2
CCN(CC)c1ccc(/C=N/N2CCN(Cc3ccccc3)CC2)c(O)c1,5,-6,2,11,1,12,-6,-5,5,-1
COc1cc(-c2[nH]ncc2CN2CCc3sccc3C2)cc(OC)c1OC,-2,3,-4,-1,-3,0,-2,-4,3,3
O=C(CN1C(=O)NC2(CCc3ccccc32)C1=O)NCc1ccc(F)cc1 (stereo unspecified),1,1,0,13,3,-5,2,-5,1,0
Cc1nnsc1C(=O)NC1CCCc2c1cnn2-c1ccccc1F (stereo unspecified),2,-1,-1,0,1,4,-4,-2,-2,1
O=C(O)CC(C(=O)NC1CCCCC1)C1CCCO1 (stereo unspecified),3,5,-1,1,2,-3,1,-4,3,-3
NC(=O)C1CCN(C(=O)c2cn(-c3ccccc3)nc2-c2cccnc2)CC1,4,3,-1,-2,4,4,3,-3,-3,3
O=C(c1ccc2c(c1)OCO2)N1CCN(c2ccccn2)CC1,2,-4,-1,-2,0,7,2,0,2,-4
NS(=O)(=O)c1ccc(NC(=O)CSC2=NC(=O)C(c3ccccc3)C(=O)N2)cc1 (stereo unspecified),-3,-2,14,-5,-1,1,-1,3,3,2
O=C(NCc1ccccn1)Nc1ccc(Br)cc1Cl,-1,-2,-2,-2,3,-2,-1,3,2,5
Cc1ccc(OCC(=O)Nc2ccc(S(=O)(=O)Nc3ccccn3)cc2)cc1C,-8,-2,2,-32,-2,-15,-8,12,-23,3
C[C@H]1CN([C@@H](C)CO)C(=O)CCCn2nncc2CO[C@@H]1CN(C)C(=O)Cc1ccccc1,5,-3,0,-4,3,6,-1,-1,5,9
CCOc1ccc(NCc2nnc(SCC(=O)Nc3nc(-c4ccccc4)cs3)n2-c2ccccc2)cc1,1,1,-3,5,2,5,0,5,-1,7
COc1cc(C(=O)Nc2cc(C)c(OCC(=O)N3CCOCC3)c(C)c2)cc(OC)c1OC,2,-2,-1,-6,-3,1,2,-4,0,-1
COc1ccc(CNC(=O)CSc2nnc3c(n2)[nH]c2ccccc23)cc1,-4,-3,-1,2,0,-2,-3,3,1,10
COc1ccc(N(CC(=O)N/N=C/c2cccnc2)S(=O)(=O)c2ccc(C)cc2)cc1OC,1,1,-1,-4,4,-5,2,-1,6,4
COc1cc(/C=C(\C#N)C(=O)NCC2CCCO2)ccc1OCC(N)=O (stereo unspecified),5,-9,5,-1,-3,-1,-3,0,4,5
CCN(CC)CCOC(=O)c1cccc(OC)c1,-2,-1,-1,-8,3,-9,0,-1,-4,-2
CCN(CC)c1ccc(S(=O)(=O)N2CCCCC2)cc1NC(=O)C1CCC1,1,6,2,-5,5,-19,2,-9,6,-7
COc1ccccc1CC(=O)Nc1ccc(S(=O)(=O)N2CCOCC2)cc1,0,1,9,7,0,-2,1,6,0,9
COC(=O)CSc1ccc2nnc(CCNS(=O)(=O)c3ccccc3)n2n1,0,-2,1,3,2,3,-2,-3,1,3
N#Cc1c(N)nc2c(c1N)CC(CO)O2 (stereo unspecified),-4,4,0,0,-1,0,-1,-1,-6,1
CN(C)S(=O)(=O)c1ccc(C(=O)OCC(=O)c2ccc(OC(F)F)cc2OC(F)F)cc1,-1,-5,0,-1,1,-41,5,2,-8,3

# Full records as entered above:
# Record of `O=C(c1ccc2c(c1)OCO2)N1CCN(c2ccccn2)CC1` : GC-A act = 2; MBD2 inh = -4; PRMT1 FP inh = -1; SIAE primary = -2; GC-B act = 0; HTRA1 inh = 7; UHRF1 MBD2 ctr = 2; rCAG binder = 0; ABHD4 inh = 2; TCR CD3 inh = -4
# Record of `COc1ccc(NC(=O)COc2coc(CN3c4ccccc4CC3C)cc2=O)cc1` (stereo unspecified) : GC-A act = 1; MBD2 inh = 2; PRMT1 FP inh = 1; SIAE primary = -9; GC-B act = -5; HTRA1 inh = 10; UHRF1 MBD2 ctr = -1; rCAG binder = -2; ABHD4 inh = 8; TCR CD3 inh = 0

# Screens as filed in PubChem BioAssay.
